# CHOP inh = CHOP inhibition in unfolded protein response. inhibition, % at 10 µM. CHO-K1 CHOP-promoter luciferase, tunicamycin-induced, 15-18 h. 220,000 tested, 3.8% active;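 active means compounds that reduced the stress-induced luciferase reporter signal by more than about 70% of percent inhibition, limit read from the data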;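 further: 0% = tunicamycin plus vehicle and 100% = wells without tunicamycin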
# zVAD death inh = blocks zVAD induced death of L929 cells; L929 zVAD necroptosis rescue, ATP luminescence, 24 h; with zVAD 60 µM; viability rescue, % at 10 µM; 220,000 tested, 0.38% active;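 active means activation, scaled between plate controls, above about 75%, limit read from the data; inactive means activation under that limit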;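 further: 0% = zVAD with DMSO and 100% = DMSO alone without zVAD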
# FXIa inh = inhibitors of human coagulation factor XIa | P03951 | purified FXIa, Boc-Glu-Ala-Arg-AMC fluorogenic substrate | inhibition, % at 5 µM | 220,000 tested, 0.14% active;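 active means inhibition of at least 40%; inactive means inhibition below 40%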;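 further: fluorescence of freed AMC excited at 355 nm; 0% = enzyme without compound and 100% = no enzyme blank; many of its hits are not listed in these tables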
# TNF death inh = TNF-alpha cell death inhibition in Jurkat FADD-/- cells; Jurkat FADD-/- TNF necroptosis rescue, ATP luminescence, 24 h; 0 = TNF only, 100 = no-TNF cells; activation (protection from cell death), % at 10 µM; 220,000 tested, 0.068% active;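 active means activation, meaning protection from cell death, of at least 50% relative to plate controls; inactive means activation below 50%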;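 further: necroptosis triggered by 40 ng/mL TNF-alpha added together with compound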
# TbHK1 inh = T. brucei hexokinase 1 inhibition | recombinant TbHK1, G6PDH-coupled NADH A340 | 220,000 tested, 0.11% active | AID 1430 | inhibition, % at 10 µM;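 active means inhibition of 50% or more in the single-dose primary screen; inactive means inhibition below 50%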
# FXIIa inh 1536 = factor XIIa (human) inhibition | P00748 | purified FXIIa, Boc-QGR-AMC fluorogenic substrate, 2 h | inhibition, % at 5 µM | 220,000 tested, 0.3% active | AID 800; in the data active means inhibition above about 40%;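 further: 0% = enzyme with no compound and 100% = blank without enzyme; many of its hits are not listed in these tables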
# PPC-1+TRAIL kill = compounds killing PPC-1 cancer cells with TRAIL present (potentiator screen, no TRAIL-free arm); PPC-1 cells + TRAIL, ATPLite viability luminescence; cell killing (% activity), % at 4 µM; 220,000 tested, 0.41% active; AID 1443;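 active means cell killing above 50% in the first pass at 4 µM, then a duplicate retest at 5 µM averaging 50% or more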;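 further: plate controls were cells with TRAIL plus DMSO for no effect and medium-only wells lacking cells for full effect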
# EP2 antag = EP2 receptor (human) inhibition; P43116; C6 glioma cells expressing human EP2, cAMP TR-FRET; cells stimulated with saturating PGE2; inhibition, % at 25 µM; 260,000 tested, 0.52% active; AID 1422;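 active means percent inhibition above 40 after rounding to a whole number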;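 further: rat C6 glioma host cells with rolipram phosphodiesterase inhibitor present; the protocol text gives 20 µM as final concentration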
# Wee1 degr inh = blocks degradation of human Wee1 kinase; 220,000 tested, 1.2% active; reporter increase, % at 5 µM; HeLa Luc-Wee1K328M stability, luciferase luminescence; 100% = proteasome inhibitor MG132 effect;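 active means activation above the mean of all tested compounds plus 3 SD, set per screening run, cut at about 8.8% in these data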;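 further: cells exposed to compound for 20 h before luminescence read; 0% = DMSO alone and 100% = MG132 at 30 µM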
# Target sequence (P30291 whole entry K328M): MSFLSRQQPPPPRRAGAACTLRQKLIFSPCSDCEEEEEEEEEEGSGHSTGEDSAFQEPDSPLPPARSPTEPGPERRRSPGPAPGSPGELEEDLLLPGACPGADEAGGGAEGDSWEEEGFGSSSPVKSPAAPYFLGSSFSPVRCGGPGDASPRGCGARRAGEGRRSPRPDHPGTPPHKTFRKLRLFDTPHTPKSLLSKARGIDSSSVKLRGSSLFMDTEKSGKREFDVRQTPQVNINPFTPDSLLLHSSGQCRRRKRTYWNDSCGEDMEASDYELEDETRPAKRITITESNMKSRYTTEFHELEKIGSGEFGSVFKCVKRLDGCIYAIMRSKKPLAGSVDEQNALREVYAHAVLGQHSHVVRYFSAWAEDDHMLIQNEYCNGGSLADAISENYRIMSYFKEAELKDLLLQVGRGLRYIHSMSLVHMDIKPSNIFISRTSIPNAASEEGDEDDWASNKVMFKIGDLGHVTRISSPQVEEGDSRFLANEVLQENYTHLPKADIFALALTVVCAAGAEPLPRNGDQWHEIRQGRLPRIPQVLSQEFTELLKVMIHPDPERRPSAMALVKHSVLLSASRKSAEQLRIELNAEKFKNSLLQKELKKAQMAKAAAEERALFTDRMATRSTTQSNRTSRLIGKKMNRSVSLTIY
# Active calls of the source: *; / = not tested or not shown; & = joins results of further samples. Not all compounds are listed; the hit share may differ from the screen's.
SMILES,CHOP inh,zVAD death inh,FXIa inh,TNF death inh,TbHK1 inh,FXIIa inh 1536,PPC-1+TRAIL kill,EP2 antag,Wee1 degr inh
O=C(c1ccc2snnc2c1)N1CCCCC1,7.6,0.2,10.0,-0.2,2.0,16.1,0.3,17.9,0.2
Cc1ccc(CN2CCN(Cc3ccccc3-c3ccco3)CC2CCO)o1 (stereo not given),17.6,-2.1,6.1,0.7,2.5,14.0,5.7,9.5,1.7
CC1=C/C(=N\S(=O)(=O)c2ccccc2)C(C(C)C)=CC1=O,49.7,2.0,-0.4,1.3,-3.2,/,2.0,8.9,-0.7
Brc1cc2c(cc1Cn1c(-c3cncs3)nc3ccccc31)OCO2,23.7,-1.1,-4.3,-1.5,-0.9,2.5,-6.6,7.2,-1.4
O=C(c1cccc(Oc2ccc([N+](=O)[O-])cc2Cl)c1)N1CCCCC1,3.1,0.6,-0.3,-2.4,-1.1,6.8,4.5,3.1,3.6
O=C1c2ccccc2C(=O)C1c1ccc(O)cc1,5.3,2.3,-7.7,-3.1,-5.4,0.8,6.8,4.9,1.5
O=C1Nc2ccccc2N=C(c2ccccc2)C1N1CCOCC1 (stereo not given),28.1,0.5,4.8,-1.3,5.9,19.6,7.5,4.5,-0.1
COc1ccc2c(c1OC)C(=O)OC2C1c2c(cc3c(c2OC)OCO3)CCN1C (stereo not given),9.1&-17.3,0.5&0.2,-8.1&-4.7,-3.4&1.0,-9.5&-4.1,-0.4&2.1,7.2&-8.5,18.2&12.3,2.3&-1.2
O=C(Cc1ccccc1)NCc1ccccn1,1.4,0.3,-6.1,0.9,-6.3,-0.9,14.5,10.8,-0.8
COCCCn1cnc2c(c1=O)c1nc3ccccc3nc1n2-c1ccccc1,18.0,1.2,1.8,-1.4,-28.2,15.6,1.0,12.7,-1.4
CCCCCCCc1nc2sc3c(c2c(=O)n1N)CC(C)(C)OC3,0.6,1.4,3.0,1.6,-17.3,8.8,-4.5,7.0,-1.2
O=C(Nc1ccc(Cl)cc1)Nc1ccc(C(=O)N2CCOCC2)cc1,33.4,30.8,4.9,2.6,-3.1,11.0,2.9,15.5,-1.1
O=C(CNC(=O)c1cccs1)OCC(=O)c1cccs1,44.1,0.3,6.5,-0.5,-0.7,3.9,10.7,11.7&6.2,-1.4
Nc1ccc(Nc2ccccc2)cc1,10.5,0.5,0.7,-20.3,-5.2,4.6,7.1,2.0,1.6
CC1CCc2c(nc3nc[nH]n3c2=O)C1 (stereo not given),0.0,0.6,-16.7,0.9,1.4,10.8,-6.4,15.9,0.1
Cc1cnc(C(=O)N2CCN(S(=O)(=O)c3ccc4ccccc4c3)CC2)cn1,-6.4,-0.5,-4.8,-5.6,-5.2,1.0,27.9,4.0,0.8
COC(=O)c1sccc1NC(=O)Nc1cccc(C)c1,-3.6,-0.5,-1.1,-0.3,-2.7,4.1,1.5,3.5,0.2
CCc1cc2c(N3CCN(C(=O)c4ccco4)CC3)ncnc2s1,32.7,-1.1,-3.3,0.9,-1.5,7.7,12.0,9.1&6.3,4.3
COc1cc(C(=S)N2CCOCC2)cc(OC)c1OC(=O)Cc1ccc(F)cc1,15.5,0.1,1.2,1.5,27.4,-1.6,32.3,1.5,-2.1
CC(C)(CNS(=O)(=O)c1ccc2c(c1)OCCO2)N1CCOCC1,10.3,4.5,-5.3,-0.5,-3.1,8.4,3.5,5.2,-2.0
O=C(O)CCCNc1cc(N2CCC3(CC2)OCCO3)c2noc3c2c1C(=O)c1ccccc1-3,6.0,19.1,3.9,-7.3,1.5,14.8,15.5,/,3.0
O=C(CN1C2CCCC1CC(NC(=O)c1ccccc1)C2)Nc1nccs1 (stereo not given),2.5,-0.2,6.0,0.9,-0.5,15.9,4.0,11.7,-0.2
N#C/C(=C1/CCCCCN1)c1nc2ccccc2s1,-13.2,0.6,2.5,-0.7,0.2,12.3,-4.7,14.1,0.4
COc1cccc(NC(=O)CNS(=O)(=O)c2ccc3nc(C)sc3c2)c1,-6.1,17.7,0.5,1.0,2.1,1.4,-11.6,/,-1.7
O=C(CN(CCc1ccccc1)C(=O)CNS(=O)(=O)c1ccc(F)cc1)NCc1ccco1,36.9,-0.1,4.3,-5.8,32.6,16.9,5.7,8.7,-0.5
Cc1ccc(C(=O)N2CCC(C)CC2)cc1C,8.7,-0.3,1.2,-0.8,-4.1,7.4,-6.3,8.5,3.9
COc1cc(CC(=O)Nc2cccc(SC)c2)cc(OC)c1OC,21.4,1.1,2.0,-5.4,2.6,-3.1,18.9,2.7,-1.9

# Some of the entries so far, with bars between the fields.
structure | CHOP inh | zVAD death inh | FXIa inh | TNF death inh | TbHK1 inh | FXIIa inh 1536 | PPC-1+TRAIL kill | EP2 antag | Wee1 degr inh
O=C(CNC(=O)c1cccs1)OCC(=O)c1cccs1 | 44.1 | 0.3 | 6.5 | -0.5 | -0.7 | 3.9 | 10.7 | 11.7&6.2 | -1.4
Nc1ccc(Nc2ccccc2)cc1 | 10.5 | 0.5 | 0.7 | -20.3 | -5.2 | 4.6 | 7.1 | 2.0 | 1.6
CC1CCc2c(nc3nc[nH]n3c2=O)C1 (stereo not given) | 0.0 | 0.6 | -16.7 | 0.9 | 1.4 | 10.8 | -6.4 | 15.9 | 0.1
Cc1cnc(C(=O)N2CCN(S(=O)(=O)c3ccc4ccccc4c3)CC2)cn1 | -6.4 | -0.5 | -4.8 | -5.6 | -5.2 | 1.0 | 27.9 | 4.0 | 0.8
COC(=O)c1sccc1NC(=O)Nc1cccc(C)c1 | -3.6 | -0.5 | -1.1 | -0.3 | -2.7 | 4.1 | 1.5 | 3.5 | 0.2
CCc1cc2c(N3CCN(C(=O)c4ccco4)CC3)ncnc2s1 | 32.7 | -1.1 | -3.3 | 0.9 | -1.5 | 7.7 | 12.0 | 9.1&6.3 | 4.3
COc1cc(C(=S)N2CCOCC2)cc(OC)c1OC(=O)Cc1ccc(F)cc1 | 15.5 | 0.1 | 1.2 | 1.5 | 27.4 | -1.6 | 32.3 | 1.5 | -2.1
CC(C)(CNS(=O)(=O)c1ccc2c(c1)OCCO2)N1CCOCC1 | 10.3 | 4.5 | -5.3 | -0.5 | -3.1 | 8.4 | 3.5 | 5.2 | -2.0
O=C(O)CCCNc1cc(N2CCC3(CC2)OCCO3)c2noc3c2c1C(=O)c1ccccc1-3 | 6.0 | 19.1 | 3.9 | -7.3 | 1.5 | 14.8 | 15.5 | / | 3.0
O=C(CN1C2CCCC1CC(NC(=O)c1ccccc1)C2)Nc1nccs1 (stereo not given) | 2.5 | -0.2 | 6.0 | 0.9 | -0.5 | 15.9 | 4.0 | 11.7 | -0.2
N#C/C(=C1/CCCCCN1)c1nc2ccccc2s1 | -13.2 | 0.6 | 2.5 | -0.7 | 0.2 | 12.3 | -4.7 | 14.1 | 0.4
COc1cccc(NC(=O)CNS(=O)(=O)c2ccc3nc(C)sc3c2)c1 | -6.1 | 17.7 | 0.5 | 1.0 | 2.1 | 1.4 | -11.6 | / | -1.7
O=C(CN(CCc1ccccc1)C(=O)CNS(=O)(=O)c1ccc(F)cc1)NCc1ccco1 | 36.9 | -0.1 | 4.3 | -5.8 | 32.6 | 16.9 | 5.7 | 8.7 | -0.5
Cc1ccc(C(=O)N2CCC(C)CC2)cc1C | 8.7 | -0.3 | 1.2 | -0.8 | -4.1 | 7.4 | -6.3 | 8.5 | 3.9
COc1cc(CC(=O)Nc2cccc(SC)c2)cc(OC)c1OC | 21.4 | 1.1 | 2.0 | -5.4 | 2.6 | -3.1 | 18.9 | 2.7 | -1.9

# Assay outcomes deposited in PubChem BioAssay by several laboratories.
